mHTT-CaM PPI inh – mHTT-calmodulin interaction abrogation. P42858. 190,000 compounds, 3.6% hits. AlphaScreen His-mHTT/GST-CaM binding, luminescence. inhibition, % at 15 µM;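 further: 0% = both proteins with DMSO and 100% = one protein alone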
Pf apPOL block – Pf-apPOL DNA polymerase inhibition. Recombinant Pf-apPOL, molecular beacon fluorescence, 1.5 h. inhibition, % at 10 µM. 210,000 compounds, 0.25% hits. AID 1794808
Numbers without * were called inactive; nt = not tested or not shown; & = joins results of further samples. No stated cut-off is given here; in the data, active means inhibition above about 50%; inactive means the rest. Some of the compounds tested; rates above refer to the full screens.

1. Cc1ccc(C)c(NC(=O)CSc2nnc(NC(=O)c3ccccc3Br)s2)c1
2. COc1ccc(C2C3CSc4ccccc4C3=NN2c2ccccc2)cc1 (stereo not given)
3. COc1cc(/C=C2\NC(=O)NC2=O)cc(Br)c1OC
4. CCn1c(SC)nnc1-c1nn(C)c2c1CN(C(=O)Cc1cccs1)CC2
5. NC(C=Cc1cc(C(F)(F)F)cc(C(F)(F)F)c1)=NO
6. CC1CC(C)CN(S(=O)(=O)c2cccc([N+](=O)[O-])c2)C1 (stereo not given)
7. COC(=O)Cn1cc(CN2CCCC2c2cc(C(C)C)no2)c2cc(OC)ccc21 (stereo not given)
8. COc1ccccc1-c1sc2ccccc2c1-c1ccc2[nH]ccc2c1
Assay by compound | 1 | 2 | 3 | 4 | 5 | 6 | 7 | 8
mHTT-CaM PPI inh | 12 | nt | 3 | 31 | nt | 4 | 19 | 23
Pf apPOL block | -19 | 6 | -1 | -6 | -1 | 0 | -3 | -10

9. CC1(C)c2sc(=O)[nH]c2SC2C3CC(C4C(=O)N(CC(=O)O)C(=O)C34)C21 (stereo not given)
10. O=C(Nc1ccccc1)C1C2/C=C\CCCCC21 (stereo not given)
11. C=CCN1C[C@H](COC(=O)c2cccc(C)c2)Oc2cccc(F)c2S1(=O)=O
12. CC(C)=CCCC1(C)OC(=O)N(CCC(=O)O)C1(C)O (stereo not given)
13. Cc1ccccc1NC(=O)C1CCCN(c2nc3c(s2)c(C)nn3-c2cccc(F)c2)C1 (stereo not given)
14. CCOc1ccc2c(-c3cc4cc(Cl)ccc4oc3=O)cc(=O)oc2c1
15. Cc1ccc(-c2nnn(CC(=O)NCCc3ccccc3)n2)cc1
16. Cc1cc(CO)cc(C)c1Br
Assay by compound | 9 | 10 | 11 | 12 | 13 | 14 | 15 | 16
mHTT-CaM PPI inh | 0 | -10 | -7 | -6 | 0 | -1 | -2 | nt
Pf apPOL block | -3 | -3 | -4 | nt | -4 | -6 | -6 | 9

17. COC(=O)c1cc(OC)cc(OC)c1C1C(C#N)=C(C)NC(C)=C1C#N
18. Cc1ccc(CNC(=O)c2cccc(C3CCCN(C(=O)NC(C)C)C3)c2)cc1C (stereo not given)
19. O=C(O)CCC(=O)Nc1ccc(Br)c(Cl)c1
20. CCN1CCCC1CNC(=O)c1cc(=O)[nH]c2ccc(S(=O)(=O)N3CCCCC3)cc12 (stereo not given)
21. Cn1ccc2c(cc(C(=O)NCc3ccc(F)cc3)n2C)c1=O
22. COc1ccccc1CN1C(=O)Cn2cccc2C1C(=O)NC1CCCC1 (stereo not given)
23. Cc1cc(I)cc2c1NC(C(=O)O)C1CC=CC21 (stereo not given)
24. O=[N+]([O-])c1ccc(ON=C2CCCCC2)cc1
Assay by compound | 17 | 18 | 19 | 20 | 21 | 22 | 23 | 24
mHTT-CaM PPI inh | nt | -3 | -2 | 0 | -2 | 9 | -1 | -8
Pf apPOL block | 9 | 6 | -8 | -4 | -2 | -2 | 1 | nt

25. CCN(Cc1ccccc1)C(=O)c1ccc2c(c1)NC(=O)C(N1CCOCC1)S2 (stereo not given)
26. O=C(Nc1ccc2nn(-c3ccccc3)nc2c1)c1ccc([N+](=O)[O-])cc1
27. CCCCOc1ccc(-c2nc(N)n[nH]2)cc1
28. Cc1ccccc1OCC(=O)N1CCCC2(C1)Nc1ccccc1NC2=NC(C)(C)C (stereo not given)
29. Cc1ccc(CNC(=O)C2CCCN(c3cnn(C)c(=O)c3)C2)cc1C (stereo not given)
30. CCSc1cnn(-c2ccccc2)c(=O)c1SCC
31. Cc1ccc2c(Cl)c(C(=O)Nc3ccncc3)sc2c1
32. COc1ccc2c(c1OC)CN1CCc3cc4c(cc3C1=C2)OCO4
Assay by compound | 25 | 26 | 27 | 28 | 29 | 30 | 31 | 32
mHTT-CaM PPI inh | 13 | -5 | 3 | 75* | 1 | -13 | 2 | 1
Pf apPOL block | -16 | -3 | -2 | 6 | 3 | 3 | 0 | nt

33. Cc1nnc(NC(=O)c2ccc(OCc3nc(-c4ccco4)cs3)cc2)s1
34. O=S1(=O)C=CCN1C1CCCCC1
35. Cc1ccc(-c2ncc(C(=O)NC(C)c3ccccc3)c(N3CCN(C)CC3)n2)cc1 (stereo not given)
36. CCn1cnc2ccc(-c3noc(Cc4ccccc4Cl)n3)cc21
37. Cc1noc(-c2cccnc2N2CCCN(Cc3cc(F)cc(F)c3)CC2)n1
38. CC(C)(C)n1nc2c(c1NC(=O)c1ccc(Br)o1)CSC2
39. CC(=O)Nc1ccc(OCC(=O)Nc2ccccc2Cl)cc1
40. N=c1ncn(CC(O)CO)c2nc(N3CCOCC3)[nH]c12 (stereo not given)
Assay by compound | 33 | 34 | 35 | 36 | 37 | 38 | 39 | 40
mHTT-CaM PPI inh | -12 | 9 | 25 | 7 | -34 | 36 | -3 | -3
Pf apPOL block | 1 | -3 | -2 | -1 | 0 | -2 | -3 | nt

41. O=C(CSc1nnc(-c2ccccc2)n1-c1ccccc1)NCc1ccco1
42. COc1ccc(C=NS(=O)(=O)c2ccccc2)cc1OC
43. O=C(Cc1ccc(Cl)cc1)Nc1ccccc1NC(=O)Cc1ccc(Cl)cc1
44. CCOc1ccc(N2C(=O)c3ccccc3NC2(CC)CC)cc1
45. Cc1ccc(C)c(C2=NN(C(=O)CN3CCOCC3)C(c3ccccc3C)C2)c1 (stereo not given)
46. COC(=O)Nc1ccc(S(=O)(=O)N2CCCC(C(=O)N3CC(C)OC(C)C3)C2)cc1 (stereo not given)
47. O=C(Cc1cccc(Cl)c1)c1ccc(O)cc1O
48. S=C(NC1CCCCC1)C(=S)NC1CCCCC1
Assay by compound | 41 | 42 | 43 | 44 | 45 | 46 | 47 | 48
mHTT-CaM PPI inh | 5 | 4 | -5 | -1 | 85* | -3 | -5 | nt
Pf apPOL block | -9 | -2 | 3 | -5 | -4 | -5 | 0 | -2

Shown as tab-separated lines: entries from further up.
#	Molecule	mHTT-CaM PPI inh	Pf apPOL block
46	COC(=O)Nc1ccc(S(=O)(=O)N2CCCC(C(=O)N3CC(C)OC(C)C3)C2)cc1 (stereo not given)	-3	-5
44	CCOc1ccc(N2C(=O)c3ccccc3NC2(CC)CC)cc1	-1	-5
47	O=C(Cc1cccc(Cl)c1)c1ccc(O)cc1O	-5	0

Structures from the list above that have a tert-butyl group (two):
28. Cc1ccccc1OCC(=O)N1CCCC2(C1)Nc1ccccc1NC2=NC(C)(C)C (stereo not given)
38. CC(C)(C)n1nc2c(c1NC(=O)c1ccc(Br)o1)CSC2
Assay by compound | 28 | 38
mHTT-CaM PPI inh | 75* | 36
Pf apPOL block | 6 | -2

Next part.
49. COc1cccc2cc(C(=O)NC(C)=O)c(=Nc3ccc(C)cc3)oc12
50. O=C(c1cccc(F)c1)N1CCN(Cc2ccc3c(c2)OCO3)CC1
51. COc1ccc(-c2csc(C)n2)cc1[N+](=O)[O-]
52. O=C(CS(=O)(=O)c1cn(Cc2ccccc2Cl)c2ccccc12)NC1CCCCC1
53. O=C(CCS(=O)(=O)c1ccccc1)NCC1CCN(C(=O)Oc2ccccc2)CC1
54. CN1CCc2cc(C=O)ccc21
55. Cc1ccc(C(=O)N2CCC(c3noc(N)c3C)CC2)cc1F
56. Cc1nc(-c2coc3c(C)c(O)c(CN(C)C)cc3c2=O)cs1
Assay by compound | 49 | 50 | 51 | 52 | 53 | 54 | 55 | 56
mHTT-CaM PPI inh | 1 | 2 | 1 | -1 | -4 | -4 | 7 | 5
Pf apPOL block | -2 | -4 | -3 | 3 | -1 | nt | 0 | -4

57. c1ccc(CN2CCCC(OCc3nc(-c4cnccn4)no3)C2)nc1 (stereo not given)
58. Cc1ccccc1Cn1ccnc1C(=O)N1CCN(C)CC1
59. Cc1cccc(NC(=O)CSc2ccc(Cl)cc2)c1C
60. O=C(NCc1ccc(F)cc1)c1n[nH]c(=O)c2ccccc12
61. O=C(Nc1cccc(F)c1)O[C@H]1CCC12CCCCC2
62. Cc1ccc(CCN2CC(C(=O)NCc3ccccc3Cl)CC2=O)cc1 (stereo not given)
63. O=C(NCc1ccc(Cl)cc1)C1CCN(c2cncnc2N2CCCC2)CC1
64. CCn1cc(C(=O)NC2CCCCCC2)c(=O)c2ccc(C)nc21
Assay by compound | 57 | 58 | 59 | 60 | 61 | 62 | 63 | 64
mHTT-CaM PPI inh | 3 | 4 | -6 | 3 | -112 | 7 | 70* | -8
Pf apPOL block | -3 | -1 | 1 | 1 | -4 | -3 | -4 | -4

65. C=C1C2(C(=O)Nc3ccc(C(=O)OCC)cc3)CCC(C2)C1(C)C (stereo not given)
66. Cn1c(=O)c2c(nc(N3CCOCC3)n2CCCN=CN2CCOCC2)n(C)c1=O
67. Cc1ccc(CNC(=O)C2c3ccccc3CC(=O)N2C(C)C)cc1 (stereo not given)
68. COCOCCn1cc(CN2CCS(=O)(=O)N(Cc3ccc(-c4ccc(Cl)cc4)cc3)C(C)C2=O)nn1 (stereo not given)
69. CC(C)(C)c1ccc(OCC(=O)NCc2ccc3c(c2)OCO3)cc1
70. N#Cc1ccsc1NC(=O)COc1ccccc1
71. Cc1cccc(N=Cc2nc(-c3ccccc3)oc2O)n1
72. Cc1onc(-c2ccccc2)c1C(=O)Nc1sc2c(c1C(N)=O)CCCCCC2
Assay by compound | 65 | 66 | 67 | 68 | 69 | 70 | 71 | 72
mHTT-CaM PPI inh | -7 | 4 | 2 | 14 | -8 | -1 | -1 | 17
Pf apPOL block | 0 | -6 | -1 | -21 | 3 | -11 | 11 | 0

73. COc1ccc(NC(=O)CN(C)S(=O)(=O)c2ccc(Br)s2)c(OC)c1
74. Cc1ccc(C)c(N(CC(=O)NCc2ccncc2)S(C)(=O)=O)c1
75. CC(=O)Nc1ccc(NC(=O)c2ccccc2SCc2ccccc2)cc1
76. Cc1c(Cl)cccc1NC(=O)Cc1ccccc1
77. CCN(CC)S(=O)(=O)c1cccc2cccnc12
78. COc1ccc(-n2nnnc2CNC(=O)Cc2ccc([N+](=O)[O-])cc2)cc1
79. Oc1oc(-c2ccc(Br)cc2)nc1C=Nc1ccc(Br)cc1
80. Cc1nc(-c2ccc(OCc3ccccc3F)cc2)no1
Assay by compound | 73 | 74 | 75 | 76 | 77 | 78 | 79 | 80
mHTT-CaM PPI inh | 2 | -5 | 15 | -5 | -7 | -6 | 2 | -30
Pf apPOL block | -8 | -8 | -5 | -3 | -9 | -3 | -6 | -1

Structural class: those above with a COOH group (four)
9. CC1(C)c2sc(=O)[nH]c2SC2C3CC(C4C(=O)N(CC(=O)O)C(=O)C34)C21 (stereo not given)
12. CC(C)=CCCC1(C)OC(=O)N(CCC(=O)O)C1(C)O (stereo not given)
19. O=C(O)CCC(=O)Nc1ccc(Br)c(Cl)c1
23. Cc1cc(I)cc2c1NC(C(=O)O)C1CC=CC21 (stereo not given)
Assay by compound | 9 | 12 | 19 | 23
mHTT-CaM PPI inh | 0 | -6 | -2 | -1
Pf apPOL block | -3 | nt | -8 | 1

Returning to the listing, starting 4 compounds before the break.
77. CCN(CC)S(=O)(=O)c1cccc2cccnc12
78. COc1ccc(-n2nnnc2CNC(=O)Cc2ccc([N+](=O)[O-])cc2)cc1
79. Oc1oc(-c2ccc(Br)cc2)nc1C=Nc1ccc(Br)cc1
80. Cc1nc(-c2ccc(OCc3ccccc3F)cc2)no1
81. CC(=O)c1cccc(NC(=O)c2ccccc2SCc2ccc(F)cc2)c1
82. Cc1cc(C)c2c(=O)[nH]c(SCC(=O)NCc3ccccc3)nc2n1
83. COc1ccccc1Oc1c(F)c(F)nc(N2CCCCC2)c1F
84. CCCCOc1ccc(C(=O)Nc2c3c(nn2C(C)(C)C)CS(=O)(=O)C3)cc1
85. CCc1onc(C)c1C1CCCN1C(=O)Nc1cc(OC)c(OC)c(OC)c1 (stereo not given)
86. O=C(Nc1cccc(NC(=O)c2ccc(Cl)cc2Cl)c1)c1cc2ccccc2o1
87. OC(COc1ccc(I)cc1)Cn1nnc2ccccc21 (stereo not given)
88. O=C1/C(=C/c2cccnc2)CC/C1=C\c1cccnc1
Assay by compound | 77 | 78 | 79 | 80 | 81 | 82 | 83 | 84 | 85 | 86 | 87 | 88
mHTT-CaM PPI inh | -7 | -6 | 2 | -30 | 1 | -2 | -91 | 3 | 2 | -2 | -2 | 4
Pf apPOL block | -9 | -3 | -6 | -1 | -14 | -2 | 7 | -8 | 9 | 2 | -9 | 1

89. O=[N+]([O-])c1ccc(C2OCC3(CO)COC(c4ccc([N+](=O)[O-])cc4)N23)cc1 (stereo not given)
90. CCOc1cc(C2C(C(N)=O)=C(C)Nc3nc(C)nn32)ccc1OCc1ccccc1 (stereo not given)
91. C=C1CC2CC(=O)CC(C1)C2
92. CCCCN(CC)S(=O)(=O)c1cc(C(=O)Nc2cccc(Cl)c2)ccc1F
93. O=C(Nc1nnc(-c2cccs2)o1)c1ccc(S(=O)(=O)N2CCCc3ccccc32)cc1
94. COc1ccc(CNC(=O)CN(c2ccc(Cl)c(Cl)c2)S(C)(=O)=O)cc1
95. O=C(O)CCn1c(O)c(C2=c3cc(Br)ccc3=NC2=O)sc1=S
96. Cc1cc(NC(=O)CSC2=NCCS2)no1
Assay by compound | 89 | 90 | 91 | 92 | 93 | 94 | 95 | 96
mHTT-CaM PPI inh | nt | -6 | nt | -26 | 14 | -2 | 17 | 0
Pf apPOL block | -7&-7 | -5 | 1 | -2 | 3 | -10 | nt | -2
